KOR beta-arrestin-1: KOR agonists, beta-arrestin recruitment, primary screen, cell-based, luminescence, uHTS (AID 1777); Kappa-type opioid receptor (Homo sapiens); hit rate 0.02% among 280,000; activation, % at 10 µM; hits with a dose series show EC50 in µM; KOR beta-arrestin recruitment, luminescence; higher % means a stronger effect; in the data active = activation above about 50%, passing the limit was not always enough; also: a part of the inactive calls stands beside numbers as strong as those of hits
LYP inhibition: inhibitors of LYP phosphatase, biochemical, fluorescence intensity, uHTS (AID 1779) | recombinant LYP phosphatase, fluorescence intensity; higher % means a stronger effect | one-dose inhibition, % at 11.5 µM; IC50 in µM for titrated hits | hit rate 0.054% among 290,000;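 also: plate controls were vehicle with enzyme for no effect and no enzyme for full effect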
XIAP displacement: XIAP antagonists, biochemical, IAP family, fluorescence polarization (AID 1018); hit rate 0.007% among 200,000; XIAP BIR domain, fluorescence polarization peptide displacement; higher % means a stronger effect; one-dose displacement, % at 20 µM; IC50 in µM for titrated hits; in the data active = displacement above about 50%; also: a part of the inactive calls stands beside numbers as strong as those of hits
KOR beta-arrestin-2: KOR antagonists, beta-arrestin recruitment, cell-based, luminescence, uHTS (AID 1778); Kappa-type opioid receptor (Homo sapiens); KOR beta-arrestin recruitment, luminescence, antagonist mode; higher % means a stronger effect; one-dose inhibition, % at 10 µM; IC50 in µM for titrated hits; hit rate 0.091% among 290,000; also: strong numbers were not always called active
NOD2 inhibition: NOD2 signaling inhibitors, cell-based, luminescence, uHTS, HEK293 (AID 1566); HEK293 NOD2/NF-kB luciferase reporter, luminescence; higher % means a stronger effect; inhibition, % at 4 µM, or EC50 in µM where a hit was titrated; hit rate 0.63% among 290,000; also: many of its hits are not listed in these tables
PMI inhibitors: inhibitors of human PMI, primary screen, biochemical, fluorescence intensity, coupled assay (AID 1209). Mannose-6-phosphate isomerase (Homo sapiens). purified PMI enzyme, coupled fluorescence intensity; higher % means a stronger effect. inhibition, % at 20 µM; hits with a dose series show IC50 in µM. hit rate 0.42% among 190,000;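 also: plate controls were DMSO vehicle for no effect and wells lacking substrate for full effect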
PMI inhibition: human PMI inhibitors, high substrate, primary screen, biochemical, fluorescence intensity, high mannose 6-phosphate (AID 1220); recombinant PMI enzyme, coupled fluorescence intensity; higher % means a stronger effect; Mannose-6-phosphate isomerase (Homo sapiens); hit rate 0.66% among 190,000; inhibition, % at 20 µM; hits with a dose series show IC50 in µM
NOD1 NF-kB reporter: NOD1 signaling inhibitors, primary screen, cell-based, luminescence, uHTS (AID 1578); one-dose inhibition, % at 4 µM; EC50 in µM for titrated hits; NOD1-driven NF-kB luciferase reporter cells, luminescence; higher % means a stronger effect; hit rate 1% among 290,000; in the data active = inhibition mostly above about 36%, no sharp cut-off; inactive = mostly below about 34%;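 also: HEK-293T reporter cells stimulated with the NOD1 agonist gamma-tri-DAP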
TNAP activators: human TNAP enzyme activators, primary screen, biochemical, luminescent, no phosphate acceptor, uHTS (AID 1001); Alkaline phosphatase, tissue-nonspecific isozyme (Homo sapiens); purified TNAP, luminescent activation assay, no phosphate acceptor; higher activation fold means a stronger effect; activation fold at 20 µM, or EC50 in µM where a hit was titrated; hit rate 0.03% among 200,000; in the data active = activation fold from about 3, or a potency from the dose series; inactive = the rest, 99 in 100 with activation fold below about 1.6; also: many of its hits are not listed in these tables
Active calls of the source: *; [ ] = remark or other dose. Rule as the data show it, unless noted: active = inhibition above about 50%; inactive = the rest.

For C=CCN=C(C)C1=C(O)CCC1=O the results were KOR beta-arrestin-1 1.8%, LYP inhibition -1.7%, XIAP displacement -1.7%, KOR beta-arrestin-2 -11.3%, NOD2 inhibition 2.9%, PMI inhibitors 4.3%, PMI inhibition 4.1% and TNAP activators 1.1.
`CCOP(=O)(c1ccccc1)c1nc(-c2ccccc2C)oc1NCc1ccccc1` (configuration not stated) gave KOR beta-arrestin-1 5.1%, LYP inhibition 6.1%, KOR beta-arrestin-2 32.7%, NOD2 inhibition -4.4% and NOD1 NF-kB reporter -2.1%.
`O=C(CCc1c[nH]c2ccccc12)NCCOc1ccccc1` gave KOR beta-arrestin-1 48.5%, LYP inhibition -8.8%, KOR beta-arrestin-2 -26.3%, NOD2 inhibition -13.9% and NOD1 NF-kB reporter 3.9%.
CC(=O)CCC(=O)c1ccc2ccccc2c1 was read as KOR beta-arrestin-1 12.4%, LYP inhibition -4.8%, XIAP displacement -16.3%, KOR beta-arrestin-2 -37.9%, NOD2 inhibition -16.5%, PMI inhibitors -11.3%, PMI inhibition -5.1%, NOD1 NF-kB reporter -22.1% and TNAP activators 1.1.
Cc1ccc(S(=O)(=O)NCC(=O)N(CC(=O)NCC2CCCO2)Cc2ccccc2Cl)cc1 (configuration not stated) was read as KOR beta-arrestin-1 -0.2%, LYP inhibition -5.4%, KOR beta-arrestin-2 -20.7%, NOD2 inhibition 17.9% and NOD1 NF-kB reporter -10.9%.
For CCOC(=O)C1CCCN(CC(=O)NC2=Nc3ccccc3N=C(C)C2c2ccccc2)C1 (configuration not stated) the results were KOR beta-arrestin-1 -1.8%, LYP inhibition -7.1%, XIAP displacement -9.9%, KOR beta-arrestin-2 -0.7%, NOD2 inhibition 0.4%, PMI inhibitors 13.8%, PMI inhibition 10.4%, NOD1 NF-kB reporter -7.5% and TNAP activators 1.
Screening COc1ccccc1/C=C/C(=O)NCC(=O)N/N=C(\CCC(=O)O)c1ccccc1 returned KOR beta-arrestin-1 0.7%, LYP inhibition -6.0%, XIAP displacement -8.0%, KOR beta-arrestin-2 -9.5%, NOD2 inhibition 19.0%, PMI inhibitors -7.9%, PMI inhibition -0.1%, NOD1 NF-kB reporter -6.8% and TNAP activators 1.
CCC1CCCCN1CCCNC(=O)CSc1nc2nc(C)c(Cc3ccccc3Cl)c(C)n2n1 (configuration not stated) was read as KOR beta-arrestin-1 -0.9%, LYP inhibition -11.1%, KOR beta-arrestin-2 -3.8%, NOD2 inhibition 17.8% and NOD1 NF-kB reporter -15.4%.
`C=C(C)Cn1c(=O)c(NC(=O)c2ccccc2)c2n(c1=S)CCC2` gave KOR beta-arrestin-1 -2.5%, LYP inhibition -4.5%, XIAP displacement 1.5%, KOR beta-arrestin-2 -1.1%, NOD2 inhibition -3.1%, PMI inhibitors 11.8%, PMI inhibition 1.9%, NOD1 NF-kB reporter -9.1% and TNAP activators 1.1.
Cc1nn(-c2ccccc2)c(C)c1/C=N/n1cnnc1 was read as KOR beta-arrestin-1 2.2%, LYP inhibition 5.6%, XIAP displacement -3.2%, KOR beta-arrestin-2 15.4%, NOD2 inhibition -17.4%, PMI inhibitors 3.2%, PMI inhibition 11.3%, NOD1 NF-kB reporter -41.0% and TNAP activators 1.
For O=C(COC(=O)c1ccc2c(c1)OCCO2)NCCC1=CCCCC1 the results were KOR beta-arrestin-1 3.8%, LYP inhibition 3.0%, XIAP displacement -3.5%, KOR beta-arrestin-2 10.1%, NOD2 inhibition 1.7%, PMI inhibitors 1.0%, PMI inhibition 5.7%, NOD1 NF-kB reporter -7.4% and TNAP activators 1.1.
`O=C(O)c1cccc(Nc2nc(C(F)(F)F)nc3ccccc23)c1` gave KOR beta-arrestin-1 1.1%, LYP inhibition -4.9%, XIAP displacement -10.3%, KOR beta-arrestin-2 -40.1%[20 µM], NOD2 inhibition 0.4%, PMI inhibitors -0.2%, PMI inhibition 3.7%, NOD1 NF-kB reporter 22.9% and TNAP activators 1.1.
For O=C(CN1CCN(S(=O)(=O)c2ccc(Br)cc2)CC1)N/N=C/c1ccccc1C(=O)O the results were KOR beta-arrestin-1 -6.8%, LYP inhibition -11.6%, KOR beta-arrestin-2 -57.0%, NOD2 inhibition -8.2% and NOD1 NF-kB reporter -19.6%.
O=C(CN1CCN(c2ccc(Cl)cc2)CC1)Nc1cccc(F)c1 was read as KOR beta-arrestin-1 -0.9%, LYP inhibition -8.0%, XIAP displacement -1.1%, KOR beta-arrestin-2 1.3%, NOD2 inhibition 3.0%, PMI inhibitors 3.9%, PMI inhibition -6.7% and TNAP activators 1.1.
For CCOC(=O)c1cnc(-n2cc(C)cn2)nc1NCc1ccc2c(c1)OCO2 the results were KOR beta-arrestin-1 0.6%, LYP inhibition 11.0%, XIAP displacement -0.7%, KOR beta-arrestin-2 27.6%, NOD2 inhibition 10.1%, PMI inhibitors 10.4%, PMI inhibition 4.9%, NOD1 NF-kB reporter 16.3% and TNAP activators 1.
CCOc1cc(N2CCOCC2)c(OCC)cc1NS(=O)(=O)c1cc(NC(C)=O)ccc1OC was read as KOR beta-arrestin-1 2.0%, LYP inhibition -2.9%, KOR beta-arrestin-2 -11.9%, NOD2 inhibition 9.1% and NOD1 NF-kB reporter -15.0%.
Screening O=C(C1CCN(S(=O)(=O)c2cnc[nH]2)CC1)N1CCn2c1nc1ccccc12 returned LYP inhibition -6.1%, XIAP displacement -2.4%, NOD2 inhibition 9.2%, PMI inhibitors 2.2%, PMI inhibition -1.3%, NOD1 NF-kB reporter 7.3% and TNAP activators 1.
CC(=O)c1sc(-c2ccccc2)cc1N was read as KOR beta-arrestin-1 -2.6%, LYP inhibition -6.7%, KOR beta-arrestin-2 4.5%, NOD2 inhibition 6.5% and NOD1 NF-kB reporter -8.6%.
`Cc1c(O)c(S(=O)(=O)c2ccccc2)c(=O)n(-c2ccccc2)c1-c1ccccc1` gave KOR beta-arrestin-1 -1.0%, LYP inhibition -3.3%, XIAP displacement -0.5%, KOR beta-arrestin-2 -33.5%, NOD2 inhibition -3.3%, PMI inhibitors -23.1%, PMI inhibition -26.3%, NOD1 NF-kB reporter -38.2% and TNAP activators 1.1.
For COc1ccc(N2CCN(C(=O)Cn3c(=O)c4cccn4c4cccnc43)CC2)cc1 the results were KOR beta-arrestin-1 4.5%, LYP inhibition -4.0%, KOR beta-arrestin-2 -25.7%, NOD2 inhibition 41.8% and NOD1 NF-kB reporter 20.1%.
COc1ccc(CNC(=O)CCn2c(=O)oc3ccccc32)c(OC)c1 was read as KOR beta-arrestin-1 1.7%, LYP inhibition -9.2%, XIAP displacement -10.7%, KOR beta-arrestin-2 -47.5%, NOD2 inhibition 13.9%, PMI inhibitors -11.1%, PMI inhibition 9.0%, NOD1 NF-kB reporter 33.1% and TNAP activators 1.1.
For CCC(=O)Nc1cccc2ccccc12 the results were KOR beta-arrestin-1 -3.3%, LYP inhibition -9.3%, XIAP displacement -3.8%, KOR beta-arrestin-2 -0.9%[20 µM], NOD2 inhibition 15.5%, PMI inhibitors 16.7%, PMI inhibition 16.2%, NOD1 NF-kB reporter -8.5% and TNAP activators 1.1.
`O=C(CSc1nnc(-c2cccs2)o1)OC1CCCCC1` gave KOR beta-arrestin-1 2.3%, LYP inhibition 1.0%, XIAP displacement -1.2%, KOR beta-arrestin-2 9.7%, NOD2 inhibition 8.0%, PMI inhibitors 6.3%, PMI inhibition 8.5%, NOD1 NF-kB reporter -16.5% and TNAP activators 1.1.
`CSc1ccc(CNC2CC2)cc1` gave KOR beta-arrestin-1 -0.9%, LYP inhibition 0.6%, XIAP displacement 1.2%, KOR beta-arrestin-2 -14.0%, NOD2 inhibition -11.1%, PMI inhibitors -6.4%, PMI inhibition -6.7%, NOD1 NF-kB reporter -9.1% and TNAP activators 1.
O=C(CCn1c(=S)oc2ccccc21)Nc1ccc(F)cc1 was read as KOR beta-arrestin-1 -5.3%, LYP inhibition -1.8%, XIAP displacement -2.5%, KOR beta-arrestin-2 4.5%, NOD2 inhibition 10.8%, PMI inhibitors -3.8%, PMI inhibition -8.1%, NOD1 NF-kB reporter -41.6% and TNAP activators 1.2.
O=C(CN1C(=O)C2CC=CCC2C1=O)NC1CCCCC1 (configuration not stated) was read as KOR beta-arrestin-1 -1.5%, LYP inhibition -10.9%, XIAP displacement -3.4%, KOR beta-arrestin-2 -4.4%, NOD2 inhibition 4.3%, PMI inhibitors -12.0%, PMI inhibition -9.9%, NOD1 NF-kB reporter -35.5% and TNAP activators 1.3.
Screening c1ccc(N2CCN(c3cnc4ccccc4n3)CC2)cc1 returned KOR beta-arrestin-1 -1.3%, LYP inhibition -8.2%, XIAP displacement -5.3%, KOR beta-arrestin-2 -35.4%, NOD2 inhibition -123.2%, PMI inhibitors 5.3%, PMI inhibition 5.0%, NOD1 NF-kB reporter -39.1% and TNAP activators 1.
CC(C)(C)Nc1nc(SCC(=O)Nc2ccccc2Cl)nc(N2CCOCC2)n1 was read as KOR beta-arrestin-1 3.1%, LYP inhibition -4.8%, KOR beta-arrestin-2 -22.2%, NOD2 inhibition -2.5% and NOD1 NF-kB reporter -6.0%.
For Cc1ccc(CSc2nnc(C(F)(F)F)n2Cc2ccc(F)cc2)cc1 the results were KOR beta-arrestin-1 -0.5%, LYP inhibition -6.4%, XIAP displacement -6.8%, KOR beta-arrestin-2 14.7%, NOD2 inhibition -22.1%, PMI inhibitors 5.3%, PMI inhibition 10.3%, NOD1 NF-kB reporter -1.5% and TNAP activators 1.
`COc1ccc(CCN(C)C2CCCN(S(=O)(=O)C(C)C)C2)cc1OC` (configuration not stated) gave KOR beta-arrestin-1 2.9%, LYP inhibition -3.2%, KOR beta-arrestin-2 -30.9%[20 µM], NOD2 inhibition -0.8% and NOD1 NF-kB reporter -16.3%.
Screening Cc1cc(=O)[nH]c(/N=C(\N)Nc2ccc(Oc3ccccc3)cc2)n1 returned KOR beta-arrestin-1 0.3%, LYP inhibition 0.8%, KOR beta-arrestin-2 14.8%, NOD2 inhibition 8.1% and NOD1 NF-kB reporter -6.8%.

Sorted by number of heavy atoms (lowest first): part of the list above.
For CCC(=O)Nc1cccc2ccccc12 the results were KOR beta-arrestin-1 -3.3%, LYP inhibition -9.3%, XIAP displacement -3.8%, KOR beta-arrestin-2 -0.9%[20 µM], NOD2 inhibition 15.5%, PMI inhibitors 16.7%, PMI inhibition 16.2%, NOD1 NF-kB reporter -8.5% and TNAP activators 1.1.
COc1ccc(CNC(=O)CCn2c(=O)oc3ccccc32)c(OC)c1 was read as KOR beta-arrestin-1 1.7%, LYP inhibition -9.2%, XIAP displacement -10.7%, KOR beta-arrestin-2 -47.5%, NOD2 inhibition 13.9%, PMI inhibitors -11.1%, PMI inhibition 9.0%, NOD1 NF-kB reporter 33.1% and TNAP activators 1.1.
CC(C)(C)Nc1nc(SCC(=O)Nc2ccccc2Cl)nc(N2CCOCC2)n1 was read as KOR beta-arrestin-1 3.1%, LYP inhibition -4.8%, KOR beta-arrestin-2 -22.2%, NOD2 inhibition -2.5% and NOD1 NF-kB reporter -6.0%.

Screens: PubChem, Sanford-Burnham Center for Chemical Genomics

Only part of the results is shown. The share of hits here may be higher or lower than overall.
